Cycloheximide cs: Cycloheximide Counterscreen for Small Molecule Inhibitors of Shiga Toxin; cell reporter, cycloheximide protein synthesis inhibition counterscreen; max response, %; 300,000 tested, 12% active; in the data active = max response mostly above about 13%, no sharp cut-off; inactive = mostly below about 14%; note: read at 38.3 µM for the half of the compounds with a filed dose; 0% is about no effect
Shiga inhibitor: A qHTS for Small Molecule Inhibitors of Shiga Toxin | Vero cells, Shiga toxin protein synthesis inhibition reporter | inhibition, % at 38.7 µM | 290,000 tested, 9.2% active | AID 2315, 2010; in the data active = inhibition mostly above about 28%, no sharp cut-off; inactive = mostly below about 43%; note: 0% is about no effect
AmpC detergent: qHTS Inhibitors of AmpC Beta-Lactamase (assay with detergent); P00811; AmpC hydrolysis of nitrocefin, absorbance 480 nm, 0.01% Triton; Potency, µM (top dose mostly 114 µM), without a hit: top-dose activity change, negative = inhibition, most hits filed as inhibitors; 370,000 tested, 0.041% active; AID 485294, 2010;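 note: potency is the fitted concentration of half-maximal effect; 0% = no-compound wells and -100% = no-enzyme wells; nearly all actives have a fitted effect of over 25% in size; some results filed as inactive show a strong effect at the top dose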
Target sequence (P00811 whole entry, looked up): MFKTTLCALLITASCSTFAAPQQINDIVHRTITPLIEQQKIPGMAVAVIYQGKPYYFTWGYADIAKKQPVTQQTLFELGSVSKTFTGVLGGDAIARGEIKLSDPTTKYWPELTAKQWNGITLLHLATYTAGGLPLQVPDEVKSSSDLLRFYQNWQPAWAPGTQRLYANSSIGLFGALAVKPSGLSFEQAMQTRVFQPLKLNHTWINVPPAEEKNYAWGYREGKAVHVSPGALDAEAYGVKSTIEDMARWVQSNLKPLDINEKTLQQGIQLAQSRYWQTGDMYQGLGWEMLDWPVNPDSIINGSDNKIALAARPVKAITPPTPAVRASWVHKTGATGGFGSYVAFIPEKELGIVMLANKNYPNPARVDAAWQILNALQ
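20 mM phosphate pH 7.0 + 0.01% (detergent screen) or 0.0001% Triton X-100; 5.3 nM AmpC reagent; cpd preinc 15 min RT; nitrocefin (800 uM stock) to start; A480 q20 s × 4 min; Activity was normalised to no-enzyme and no-compound control wells.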
AMA1-RON2 inh: qHTS for Inhibitors of AMA1-RON; Towards Development of Antimalarial Drug Lead: Primary Screen; Potency, µM (titrated, usually from 58.2 µM), for inactives: at the highest dose activity change, negative = inhibition, usual class: inhibitors; AlphaScreen AMA1-biotinylated RON2 peptide binding; 360,000 tested, 0.2% active; Plasmodium falciparum AMA1 (3D7) - RON2 peptide interaction;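 note: potency is the fitted concentration of half-maximal effect; 0% = vehicle wells and -100% = peptide control; nearly all actives have a fitted effect of over 45% in size; some results filed as inactive show a strong effect at the top dose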
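AMA1 (3D7) with his tag at 25 nM final met compounds first, then biotinylated RON2 peptide at 25 nM; detection used donor plus acceptor beads, 10 µg/mL apiece, read by AlphaScreen after 30 min at room temperature.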
AmpC inh no detg: qHTS Inhibitors of AmpC Beta-Lactamase (assay without detergent); P00811; AmpC nitrocefin hydrolysis, absorbance 480 nm, 0.0001% Triton; Potency, µM (top dose mostly 57.1 µM), inactives show top-dose activity change, negative = inhibition, actives largely listed as inhibitors; 330,000 tested, 0.52% active;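 note: potency is the fitted concentration of half-maximal effect; plate controls were no compound for no effect and no enzyme for full effect; nearly all actives have a fitted effect of over 20% in size; some results filed as inactive show a strong effect at the top dose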
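AmpC (5.3 nM in the dispensed reagent) in 20 mM phosphate pH 7.0 with 0.01% (detergent screen) or 0.0001% Triton X-100 was preincubated with compounds for 15 min at room temperature. Nitrocefin was then added from an 800 uM solution, and hydrolysis was followed at 480 nm.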
HCMV antiviral: qHTS Assay for inhibitors of the human cytomegalovirus (HCMV); 410,000 tested, 4.5% active; activity change, negative = inhibition, % at 57.5 µM; HFF cells, HCMV-luciferase reporter, 72 h; active compounds read low; in the data active = activity change below about -60%; inconclusive = no clear call, values can overlap the other calls; inactive = above about -39%; note: % is set by controls: 0 for no effect and ±100 for the full control effect
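Inhibition of viral replication was scored as loss of reporter luminescence in HFFs infected with HCMV-luciferase (MOI 1 PFU/cell) for 72 h; compounds tested at 2 doses, normalized to buffer and Salinomycin controls.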
FBPA Giardia inh: qHTS Assay for Inhibitors of Fructose-1,6-bisphosphate Aldolase from Giardia Lamblia; AID 2451, 2010; Potency, µM (titrated, usually from 59.6 µM), inactives show at the highest dose activity, negative = inhibition, usual class: inhibitors; A8B2U2; 290,000 tested, 0.71% active; purified Giardia FBPA; note: potency is the fitted concentration of half-maximal effect; % is set by controls: 0 for no effect and ±100 for the full control effect; nearly all actives have a fitted effect of over 55% in size
Target sequence (A8B2U2 whole entry, looked up): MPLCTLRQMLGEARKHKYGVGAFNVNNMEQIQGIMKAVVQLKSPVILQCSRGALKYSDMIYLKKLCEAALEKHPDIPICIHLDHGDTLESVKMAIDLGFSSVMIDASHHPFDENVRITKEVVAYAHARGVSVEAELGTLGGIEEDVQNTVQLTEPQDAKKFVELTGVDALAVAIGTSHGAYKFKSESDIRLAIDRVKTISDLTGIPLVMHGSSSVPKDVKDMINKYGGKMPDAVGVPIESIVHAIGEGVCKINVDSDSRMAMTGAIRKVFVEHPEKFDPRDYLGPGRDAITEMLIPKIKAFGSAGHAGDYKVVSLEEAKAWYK
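40 nM FBPA preincubated 10 min at RT with compound (up to 57.5 uM final), then substrate plus GAPDH/TPI/NAD/arsenate coupling and diaphorase/resazurin added. Fluorescence read after 20 min at RT, 525/598 nm.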
Active calls of the source: *; ? = inconclusive; . = not tested or not shown; & = joins results of further samples; [ ] = remark or other dose. Unless noted, calls come from the whole dose curve; as a rule, active = well fitted curve in the direction sought with a large enough effect; inconclusive = small, poorly fitted or top-dose-only effect, or another doubt; inactive = no such curve, though single readings can be large; an effect the other way counts as inactive or inconclusive.

SMILES	Cycloheximide cs	Shiga inhibitor	AmpC detergent	AMA1-RON2 inh	AmpC inh no detg	HCMV antiviral	FBPA Giardia inh
Cc1c(Br)c([N+](=O)[O-])nn1CC(=O)Nc1ccccn1	-2	2	-9%	14%	-5%[2.29 µM]	-11	-1%
Cc1ccc(NC(=S)c2ccccc2)cc1	35*	14*	-6%	2%[2.32 µM]	-14%	-11	-11%
COCCN(C(=S)Nc1ccc(C)cc1)C(C)c1cccnc1 (stereo unspecified)	10	6	-8%	2%	40%	-2	-28%
Cc1ccc(C(=O)Nc2ccc3c(c2)OCO3)cc1	25*	56	?	17%	-17%	30	?
O=C(NCc1ccc(F)cc1)C1Cc2ccccc2CN1C(=O)c1ccco1 (stereo unspecified)	4	-6	0%	-4%	-24%	0	0%
CC(=O)NCCc1nc2cc(NC(=O)c3ccccc3Cl)ccc2n1C	17*	26	-19%	4%	-6%	77	-3%
COc1ccc(-c2oc3cccnc3c2/C=C/c2ccc(OC)c(OC)c2)cc1	9.9*	17	-9%	49%[activator]	26%	-25	0%
O=C(CCN1CCN(c2ccccc2)CC1)NNC(=O)Cc1ccc(Br)cc1	.	.	-2%	51%[activator]	-3%	4	.
O=C(Nc1nc2cc3c(cc2s1)OCCO3)C1CCCCC1	.	.	?	3%	-46%	1	.
Nc1ccccc1SCc1cn2cccnc2n1	24*	80*	?	2%	-8%	52	-8%
O=C(COc1ccc(S(=O)(=O)N2CCCC2)cc1[N+](=O)[O-])N1CCCC1	.	.	0%	9%	-12%	-15	.
CCOC(=O)N1CCN(C(=O)CSc2ccc(-c3cccnc3)nn2)CC1	-3	-9	-4%	.	-9%	17	5%
Nc1cccc(NC(=O)CN2CCOCC2)c1	-2	.	-8%	0%	-9%	-1	-5%
O=C(NCCc1ccccc1)c1cc(-c2ccncc2)nc2ccc(S(=O)(=O)N3CCOCC3)cc12	5	-9	-1%	0%	19%	-26	20%
COc1cccc(C2CC(c3ccccc3)Nc3nc(N)nn32)c1 (stereo unspecified)	-4	-7	5%	-5%	-3%	-19	2%
O=C(O)c1csc(-c2cccs2)n1	-2	6	-9%	6%	-26%	-1	-7%
CCCCC(c1nnnn1CCOC)N1CCN(Cc2ccccc2)CC1 (stereo unspecified)	-3	3	-9%	-10%	0%	-15	?
CCCCCn1c(SCC(=O)OC)nc2c1c(=O)[nH]c(=O)n2C	-5	-16	-15%	6%	-11%	9	3%
Cc1[nH]n(-c2ccccc2)c(=O)c1N=Nc1cccc(C(=O)O)c1	42*	.	-12%	-11%	-52%	53	?
Cc1ccc(C)c(NC(=O)c2cc(=O)c3ccccc3o2)c1	33*	17	-12%	5%	-18%	-37	-4%
O=c1cc(-c2ccccc2F)oc2ccccc12	28*	59*	-7%	17%	-16%	53	1%
CC(C)(C)c1ccc(NC(=O)c2ccc(=O)[nH]n2)cc1	54*	111*	1%	-15%	-13%	-17	-12%
O=C(Nc1ccccc1N1CCCCC1)c1cccs1	-1	-7	4%	6%	-7%	-4	4%
O=C1N(Cc2cccnc2)C[C@@H]2C[C@@H](c3ccccc3C#Cc3ccccc3)N3CCC[C@@]123	-2	-4	3%	0%	175%[activator]	10	0%
COCc1nnc(NC(=O)CCc2ccccc2)s1	-1	-9	-20%	29%	-11%	29	1%
O=C(c1cc2nc(-c3ccco3)cc(C(F)(F)F)n2n1)N1CCN(Cc2ccccc2)CC1	2	-15	-11%	2%	165%[activator]	-28	7%
O=[N+]([O-])c1ccccc1S(=O)(=O)NCc1ccc(F)cc1	-2	-8	0%	-18%	-14%	-14	0%
CC(NCC(=O)Nc1ccccc1C(=O)NC1CC1)c1ccc(F)cc1F (stereo unspecified)	.	.	6%	7%[11.6 µM]	-13%	-18	.
O=C(O)c1ccc(Cl)c(S(=O)(=O)Nc2ccccc2N2CCOCC2)c1	-5	2	8%	0%	-9%[11.4 µM]	-20	-4%
O=C(COc1ccccc1F)N1c2ccccc2CCc2ccccc21	-3	-10	-2%	-5%	-23%	-32	-11%
CC(C)C(=O)N(Cc1ccccc1)S(=O)(=O)c1ccc2c(c1)oc(=O)n2C	-9	-10	2%&16%	-2%	31%	6&-10	.
CCOC(=O)CSc1nc(-c2ccc(OC)cc2)ns1	1	4	0%	-1%	?	-13	2%
COc1ccccc1N1C(=N)S/C(=C\c2ccc(-c3ccccc3C(=O)O)o2)C1=O	1	-6	?	-16%	-21%	?	3%
CC(C)(C)n1nnnc1C(c1ccc(Cl)cc1)N1CCSCC1 (stereo unspecified)	-5	13	-4%	-5%	-2%	-14	7%
CCS(=O)(=O)N1Cc2ccccc2CC1C(=O)Nc1nc2ccccc2[nH]1 (stereo unspecified)	34*	194*	-14%	76%[activator]	-30%	175	-12%
COc1ccccc1-n1nc(C(=O)Nc2ccc3c(c2)OCO3)c2ccccc2c1=O	12	-26	12%	1%	-21%	-17	-5%
COc1ccc(-n2c(O)c(/C=C3\C=Nc4ccc(Br)cc43)c(=O)[nH]c2=O)cc1	-1	-4	?	-11%	-30%	156	-5%
Cc1ccc(C#CC[N+](C)(C)CC#Cc2ccccc2)cc1	1	2	-6%	13%	151%[activator]	-1	-24%
Cn1c(C(=O)OC(C(=O)NC2CCCC2)c2ccncc2)cc2sccc21 (stereo unspecified)	-3	18	-5%	1%	25%	40	8%
COc1cccc(CNC(=O)COC(=O)c2ccc(Cl)s2)c1	.	.	.	?	-11%	-17	.
CCOC(=O)CNc1ccc(OC(F)(F)F)cc1	2	2	-5%	5%	-3%	-18	3%
O=C(Nc1ccc2nn(-c3ccccc3)nc2c1)c1ccc(Br)o1	13*	74*	-11%	8%	-20%	-65*	-16%
Cc1ccc2[nH]c(=O)c(CN(CCCN3CCOCC3)C(=O)Nc3ccc(Cl)cc3)cc2c1	9	48*	-5%	3%	11%	-7	4%
CCC1(C)C2(C#N)C(N)=NC(OC)(OC)C12C#N (stereo unspecified)	2	-7	-7%	2%	-1%	37	-4%
Cn1ccsc1=NC(=O)c1ccc([N+](=O)[O-])o1	-4	-19	2%	-25%	106%[activator]	-91*	.
Cc1ccc(S(=O)(=O)Nc2ccccc2CNc2ncc(Br)cc2Br)cc1	-3	14	-11%	1%	-46%	-19	-2%
O=C(CSc1ccsc1[N+](=O)[O-])NCCc1ccc(Cl)cc1	-1	-1	-3%	-1%	57%	3	4%
O=C(ONC1=NCCCCC1)c1cccc([N+](=O)[O-])c1	9	12	2%	-8%	-25%	-30	0%
N#Cc1ccc(C(=O)OCC(=O)NC(=O)NC2CCCCC2)cc1	.	.	3%	1%	-24%	18	.
COc1ccc(CCNC(=O)COC(=O)c2ccc([N+](=O)[O-])o2)cc1	.	.	6%	-2%	-9%	29	.
CC(C)C[C@H](NC(=O)OC(C)(C)C)C(=O)N[C@@H](CO)[C@H](O)[C@@H]1C[C@@H]1C(=O)NC1CC1	-1	-4	-14%	-6%	1%	14	3%
Cc1c(C)c2c(OCC(=O)NCC(=O)NCC(=O)O)cc3c(c2oc1=O)CCC(C)(C)O3	-1	1	-1%	-7%	-18%	32	-15%
CN(C)Cc1nc2ccccc2c(=O)n1Cc1nc(C(C)(C)C)cs1	-7	15	?	3%	17%	-21	8%
Cc1ccc(SCc2ccc(C(=O)Nc3ccccc3Br)cc2)cc1	-2	-1	1%	29%	-14%	-31	8%
CC(C)CCN1CCN(Cc2cccn2-c2nccs2)CC1CCO (stereo unspecified)	7	-17	-9%	7%	-15%	-12	-1%
Cc1cccc(Sc2c([N+](=O)[O-])ncn2C)n1	-4	-13	0%	3%	-28%	20	-1%
Cc1ccc(S(=O)(=O)NCC2NCCc3ccccc32)cc1 (stereo unspecified)	2	11	-7%	-6%	-28%	-39	-13%
CSc1ccc(C2CC(=O)Nc3nc(SC)[nH]c(=O)c32)cc1 (stereo unspecified)	-1	-4	10%	2%	-9%	-31	1%
Cc1ccc(CNC(=O)Nc2cccs2)cc1	50*	51*	-1%	-6%	-46%	76	3%
CCC(C)(C)n1nnnc1C(c1ccc(O)c(OC)c1)N1CCN(c2nc3ccccc3s2)CC1 (stereo unspecified)	11	55	?	-2%	71%[activator]	8	1%

Full records, quoted from the list.
CCS(=O)(=O)N1Cc2ccccc2CC1C(=O)Nc1nc2ccccc2[nH]1 (stereo unspecified) is listed as Cycloheximide cs = 34*; Shiga inhibitor = 194*; AmpC detergent = -14%; AMA1-RON2 inh = 76%[activator]; AmpC inh no detg = -30%; HCMV antiviral = 175; FBPA Giardia inh = -12%
O=C(Nc1nc2cc3c(cc2s1)OCCO3)C1CCCCC1 is listed as Cycloheximide cs = .; Shiga inhibitor = .; AmpC detergent = ?; AMA1-RON2 inh = 3%; AmpC inh no detg = -46%; HCMV antiviral = 1; FBPA Giardia inh = .

Next section:
SMILES	Cycloheximide cs	Shiga inhibitor	AmpC detergent	AMA1-RON2 inh	AmpC inh no detg	HCMV antiviral	FBPA Giardia inh
Cc1ccc(C(=O)c2cc(C)sc2N)cc1	4	28	-3%	3%	-34%	29	0%
Cn1cccc1C(=O)NC(=O)CSc1nc2ccccc2s1	9	-11	-2%	0%	16µM*	11	0%
COc1cc(C2OC(c3cc(OC)c(OC)c(OC)c3)C(C)C2C)cc(OC)c1OC (stereo unspecified)	8	4	9%	-9%	152%[activator]	55	9%
Cc1ccc(NC(=O)C(=O)NCc2ccc(/C=N/NC(=O)c3c(C)nc4cc(C)ccn34)o2)cc1	7	53	3%	.	-9%	?	5%
C=CCn1c(O)c(N=NC(=O)CNC(=O)c2ccco2)c2ccccc21	-3	31	0%	11%	-3%	-11	-6%
Cc1ccc(Sc2nnc(Cc3ccccc3)c3ccccc23)cc1	12	22	7%	3%	?	-88*	-7%
Cc1noc(C)c1C(=O)Nc1sccc1C(N)=O	.	.	.	3%	-8%	106	.
CC(=O)Oc1ccc(N2C(=O)[C@@H]3[C@H](C2=O)[C@H]2c4ccccc4C=NN2[C@@H]3C(C)=O)cc1	-2	12	5%	-2%	-1%	97	2%
O=C(NCCCN1CCOCC1)C(C(=O)c1ccccc1)n1ccccc1=O (stereo unspecified)	-3	12	3%	-4%	-9%	-23	11%
Cc1ccc(/C=N/NC(=O)c2cccnc2)o1	6	-8	1%	-11%	-33%	-21	-1%
O=C(COC(=O)Cc1cn2ccsc2n1)NCc1ccc2c(c1)OCO2	5	13	-13%	4%	-12%	3	-10%
COCCN1CCn2c(nc3cc([N+](=O)[O-])ccc32)C1	-3	-4	-3%	-18%	-15%	-21	-3%

High-throughput results from PubChem.
